NCI-60 one-dose screen, 48 h, at 10 µM unless noted. Numbers give growth in % (100 = growth as untreated, 0 = no growth, -100 = all killed).
MOLT-4 = MOLT-4 leukemia cells; AID 1794779; 6.9% of 80,000 active
RPMI-8226 = RPMI-8226 leukemia cells. 7.5% of 77,000 active
MDA-MB-435 = MDA-MB-435 melanoma. 7.8% of 82,000 active
CCRF-CEM = CCRF-CEM leukemia | 7% of 77,000 active | AID 1794778
MDA-MB-468 = MDA-MB-468 breast cancer. 8.5% of 78,000 active. AID 2202374
SR = SR leukemia cells; 8.7% of 73,000 active
K-562 = K-562 leukemia. 7.4% of 78,000 active. AID 1794777
MDA-MB-231 = MDA-MB-231 breast cancer; 5% of 81,000 active; AID 1794789
The depositor's hits bear a star; nt = no result given. Rule for the calls: active = growth percent below 10; inactive = the rest.

SMILES | MOLT-4 | RPMI-8226 | MDA-MB-435 | CCRF-CEM | MDA-MB-468 | SR | K-562 | MDA-MB-231
CC(=O)O[C@H]1[C@H](O[C@H]2[C@@H](O)C[C@@]3(C)[C@@H](CC[C@]4(C)[C@@H]3CC=C3[C@@H]5CC(C)(C)CC[C@]5(C(=O)O[C@H]5OC[C@@H](O)[C@H](O[C@@H]6O[C@@H](C)[C@H](O[C@@H]7OC[C@@H](O)[C@H](O)[C@H]7O[C@@H]7O[C@@H](C)[C@H](O)[C@@H](O[C@@H]8OC[C@](O)(CO)[C@H]8O)[C@H]7O)[C@@H](O)[C@H]6O)[C@H]5O)[C@H](O)C[C@]34C)[C@]2(C)C(=O)O)O[C@H](CO)[C@@H](O[C@@H]2O[C@H](CO)[C@@H](O)[C@H](O)[C@H]2O)[C@@H]1O | 95 | 98 | 105 | nt | 111 | 83 | 91 | 101
CC[C@H](CC[C@@H](C)[C@H]1CC[C@H]2[C@@H]3CC[C@H]4C[C@@H](O)CC[C@]4(C)[C@H]3CC[C@]12C)C(C)C | 102 | 109 | 110 | 106 | 117 | 101 | 102 | 109
COc1cc(/C=N/NC(=O)c2cnn3c2NC(c2ccccc2)C3)ccc1OC1CCCC1 (configuration not stated) | 42 | 18 | 0.8* | 24 | 23 | 35 | 19 | 53
COc1cccc(C/C(=N/O)c2cccc(OC)c2)c1 | nt | 106 | 96 | 118 | 90 | 67 | 94 | 85
N#CCc1nn(-c2ccccc2)c(N)c1C#N | 96 | 104 | 92 | 97 | 107 | 114 | 96 | 102
C(=C\c1ccncc1)/c1ccccc1 | 83 | 104 | 103 | 99 | 96 | 90 | 97 | 105
O=C(CSc1nnc(NC(=O)CCl)s1)Nc1ccc2oc(=O)ccc2c1 | 72 | 87 | 100 | 75 | 82 | 81 | nt | 99
Cc1[nH]c2ncnc(Nc3ccc(C(=O)Nc4ccc(Cl)cc4)cc3)c2c1C | 86 | 95 | 100 | 91 | 90 | 90 | 93 | 105
CC1(C)CC[C@]23CC[C@]4(C)[C@H](CC[C@@H]5[C@@]6(C)CC[C@H](OCCC#N)C(C)(C)[C@@H]6CC[C@]54C)[C@H]2[C@H]1OC3=O | 95 | 103 | 108 | 106 | 108 | 90 | 93 | 90
Fc1ccc(Cn2cc(CSc3nc4ccccc4s3)nn2)c(F)c1 | 97 | 92 | 105 | 94 | 96 | 101 | 93 | 96
C/C(=N\N=C\c1ccc(Cl)cc1)c1nnn(-c2ccc(Cl)cc2)c1C | 92 | 93 | 92 | 97 | 92 | 86 | 104 | 106
COc1cc(-c2nn(C(C)(C)C)cc2-c2ccnc(NCCCNS(=O)(=O)c3ccc(C(F)(F)F)cc3)n2)ccc1F | 40 | 76 | 88 | 72 | 70 | 56 | 51 | 87
N#CC1=C(N)Oc2cc3ccccc3cc2C1c1ccccc1Cl (configuration not stated) | 85 | 92 | 98 | 91 | 88 | 99 | 92 | 88
COc1ccc(-c2nc3ccc(Cc4ccc5nc(-c6ccc(OC)cc6)[nH]c5c4)cc3[nH]2)cc1 | 44 | 18 | 35 | 13 | -20* | nt | 13 | 17
O=C(NC1CCCCC1)c1ccccc1Cl | 99 | 112 | 112 | 101 | 108 | 101 | 102 | 105
NCC(=O)NC1CCCCC1 | 105 | 99 | 115 | 104 | 100 | 41 | 103 | 92
Clc1ccc(/C=C(/C2=NCCN2)n2cnc3ccccc32)cc1 | 101 | 99 | 109 | 106 | 118 | 101 | 95 | 83
NC(N)=NCCCCCNC(=O)C1=NOC2(C=C(Br)C(=O)C(Br)=C2)C1 | 98 | 106 | 102 | 62 | 76 | 85 | 62 | 113
COc1cc(-c2cc(-c3ccc(Cl)cc3)nc3nc(N)[nH]c(=O)c23)ccc1Oc1ccnc2cc(Cl)ccc12 | 58 | 97 | 89 | 86 | 102 | 77 | 90 | 109
CN1C(=O)c2ccccc2CC12c1ccccc1C(=O)N2C (configuration not stated) | 97 | 96 | 109 | 88 | 101 | 103 | 95 | 101
CCS(=O)(=O)Nc1ccc(C(=O)CC2(O)C(=O)Nc3ccccc32)cc1 (configuration not stated) | 102 | 101 | 108 | 100 | 95 | 99 | 94 | 100
O=C1c2cccc3cccc(c23)C(=O)N1CC1CO1 (configuration not stated) | 50 | 103 | 100 | 51 | 81 | 77 | 86 | 112
O=C1c2ccccc2C(=O)N1CNc1ccc(Cl)cc1 | 86 | 95 | 66 | 82 | 108 | 66 | 29 | 97
Cc1ccc(-c2cc(C(=O)N=Nc3c(O)[nH]c4ccc(Br)cc34)c3ccccc3n2)cc1 | 15 | 61 | 45 | 27 | 31 | 10 | 18 | 42
O=C(CSc1nc2ccccc2c(=O)n1-c1ccccc1)Nc1cccc(C(=O)/C=C/c2ccc(Cl)cc2)c1 | 98 | 39 | 97 | 101 | 104 | 97 | 106 | 94
COC(=O)c1ccc(Cl)cc1 | 103 | 105 | 98 | 103 | 93 | 97 | 105 | 96
O=C(NC(CO)C(O)c1ccc([N+](=O)[O-])cc1)C(Cl)Cl (configuration not stated) | 100 | 89 | 99 | nt | 102 | 94 | 89 | 122
O=C1CN(CCN2CC(=O)N(CN3CCOCC3)C(=O)C2)CC(=O)N1CN1CCOCC1 | 105 | 87 | 115 | 97 | 111 | nt | 114 | 99
Cc1nc2c(cnn2-c2ccccc2)c(=O)n1-c1ccc(NC(=O)c2ccc(F)cc2)cc1 | 5.4* | 35 | 54 | 35 | 14 | nt | 27 | nt
O=c1ccn(CCCOc2ccccc2Cl)c(=O)[nH]1 | 107 | 85 | 101 | 90 | 99 | 97 | 101 | 106
COc1ccc(C=C2c3ccccc3-c3ccccc32)cc1 | 52 | 68 | -10* | 58 | 41 | 23 | 19 | 59
CCOC(=O)C1CCC1C(=O)OCC (configuration not stated) | 106 | 98 | 96 | 92 | 101 | 94 | 103 | 122
CC/C(=C(\c1ccc(OCCN2CCCCCC2)cc1)c1ccc(OC(=O)Cc2ccccc2)cc1)c1ccc(Cl)cc1 | 93 | 105 | 102 | 90 | 93 | 88 | 103 | 104
O=C(/C=C/c1cccc(C(F)(F)F)c1)Nc1ncc(Cc2ccc(Cl)cc2)s1 | 102 | 99 | 99 | 103 | 96 | 100 | 108 | 102
CC(=O)N1N=C(c2ccc(Br)cc2)CC1c1sc(N(C)Cc2ccccc2)nc1Cl (configuration not stated) | 91 | 71 | 97 | 97 | 87 | 89 | 73 | 98
O=C(CN1CCN(c2cc3c(cc2F)c(=O)c(C(=O)O)cn3C2CC2)CC1)Nc1ccc(C(=O)/C=C/c2ccccc2)cc1 | 19 | 2.5* | 19 | 15 | 34 | nt | 14 | 55

14 of the compounds above, as tab-separated lines.
Structure	MOLT-4	RPMI-8226	MDA-MB-435	CCRF-CEM	MDA-MB-468	SR	K-562	MDA-MB-231
O=C1c2ccccc2C(=O)N1CNc1ccc(Cl)cc1	86	95	66	82	108	66	29	97
Cc1ccc(-c2cc(C(=O)N=Nc3c(O)[nH]c4ccc(Br)cc34)c3ccccc3n2)cc1	15	61	45	27	31	10	18	42
O=C(CSc1nc2ccccc2c(=O)n1-c1ccccc1)Nc1cccc(C(=O)/C=C/c2ccc(Cl)cc2)c1	98	39	97	101	104	97	106	94
COC(=O)c1ccc(Cl)cc1	103	105	98	103	93	97	105	96
O=C(NC(CO)C(O)c1ccc([N+](=O)[O-])cc1)C(Cl)Cl (configuration not stated)	100	89	99	nt	102	94	89	122
O=C1CN(CCN2CC(=O)N(CN3CCOCC3)C(=O)C2)CC(=O)N1CN1CCOCC1	105	87	115	97	111	nt	114	99
Cc1nc2c(cnn2-c2ccccc2)c(=O)n1-c1ccc(NC(=O)c2ccc(F)cc2)cc1	5.4*	35	54	35	14	nt	27	nt
O=c1ccn(CCCOc2ccccc2Cl)c(=O)[nH]1	107	85	101	90	99	97	101	106
COc1ccc(C=C2c3ccccc3-c3ccccc32)cc1	52	68	-10*	58	41	23	19	59
CCOC(=O)C1CCC1C(=O)OCC (configuration not stated)	106	98	96	92	101	94	103	122
CC/C(=C(\c1ccc(OCCN2CCCCCC2)cc1)c1ccc(OC(=O)Cc2ccccc2)cc1)c1ccc(Cl)cc1	93	105	102	90	93	88	103	104
O=C(/C=C/c1cccc(C(F)(F)F)c1)Nc1ncc(Cc2ccc(Cl)cc2)s1	102	99	99	103	96	100	108	102
CC(=O)N1N=C(c2ccc(Br)cc2)CC1c1sc(N(C)Cc2ccccc2)nc1Cl (configuration not stated)	91	71	97	97	87	89	73	98
O=C(CN1CCN(c2cc3c(cc2F)c(=O)c(C(=O)O)cn3C2CC2)CC1)Nc1ccc(C(=O)/C=C/c2ccccc2)cc1	19	2.5*	19	15	34	nt	14	55

Reprinted from the results shown, two compounds:
SMILES | MOLT-4 | RPMI-8226 | MDA-MB-435 | CCRF-CEM | MDA-MB-468 | SR | K-562 | MDA-MB-231
CC(=O)N1N=C(c2ccc(Br)cc2)CC1c1sc(N(C)Cc2ccccc2)nc1Cl (configuration not stated) | 91 | 71 | 97 | 97 | 87 | 89 | 73 | 98
O=C(CN1CCN(c2cc3c(cc2F)c(=O)c(C(=O)O)cn3C2CC2)CC1)Nc1ccc(C(=O)/C=C/c2ccccc2)cc1 | 19 | 2.5* | 19 | 15 | 34 | nt | 14 | 55

Continued.
SMILES | MOLT-4 | RPMI-8226 | MDA-MB-435 | CCRF-CEM | MDA-MB-468 | SR | K-562 | MDA-MB-231
COc1cc(N)c2ncsc2c1 | 99 | 107 | 117 | 89 | 107 | 104 | 111 | 92
Cc1cc2c(cc1C)NC1=C(N2)OC(c2c3ccccc3cc3ccccc23)C1=O (configuration not stated) | 25 | 31 | -7.1* | 21 | -19* | nt | 9.6* | nt
NS(=O)(=O)c1ccc(Nc2nc(SCc3ccccc3)nc3ccccc23)cc1 | 44 | 33 | 77 | 42 | 65 | 34 | 14 | 54
O=C(Nc1ccc2ncnc(Nc3ccc(Oc4cccc(F)c4)c(Cl)c3)c2c1)c1ccc(CNCCO)cc1 | -0.7* | 6.6* | -86* | -20* | -46* | 6.0* | -8.4* | -67*
Cc1ccc(-c2csc(NC(=O)c3ccc(Cc4n[nH]c(=O)c5cccnc45)cc3)n2)cc1 | 98 | 107 | 97 | nt | 92 | 129 | 103 | 92
c1ccc(N2c3ccccc3Sc3ccccc32)cc1 | 100 | 108 | 113 | 101 | 99 | 120 | 102 | 116
Cc1nc2ncccn2c1-c1csc(N)n1 | 104 | 96 | 103 | 100 | 95 | 100 | 103 | 102
CCN1CCN(CC(=O)Nc2ccc(-c3cn4c(n3)sc3cc(Oc5ccnc(C(=O)NC)c5)ccc34)cc2)CC1 | 61 | 59 | 10 | 45 | 74 | -17* | -11* | 85
CCCCOc1nc2cc(Cl)ccc2cc1/C=C/c1cc(/C=C/c2cc3ccc(Cl)cc3nc2OCCCC)[nH]n1 | 100 | nt | 108 | 103 | 109 | 94 | 85 | 99
OCc1c(-c2ccccc2)nc2n1CCS2 | 98 | nt | 107 | 230 | nt | 104 | 130 | 103
CCOC(=O)c1c(C)nc2[nH]n(-c3ccccc3)c(=O)c2c1-c1ccc(Cl)cc1 | 91 | 91 | 101 | 99 | 104 | 100 | 90 | 98
COc1ccc(C(=O)C[n+]2ccc(/C=C/c3ccncc3)cc2)cc1 | 99 | 70 | 96 | 76 | 76 | 108 | 36 | 73
COc1cc(C2CC(=O)Nc3c2cc(Br)c2ccccc32)cc(Br)c1OC (configuration not stated) | 31 | 43 | -30* | 11 | 3.7* | -53* | 20 | 28
CCCCN(CCCC)CC(O)c1ccc(OCc2ccccc2)c2ccccc12 (configuration not stated) | 16 | 77 | 51 | 73 | 114 | 9.3* | -4.8* | 75
COc1ccc(-c2cn(CCCCN3C(=O)C(=O)c4ccccc43)nn2)cc1 | 87 | 94 | 103 | 102 | 104 | nt | 91 | 101
O=C1c2ccccc2C(=O)c2cc(SC(=S)N3CCCC3)c(Cl)cc21 | 81 | 54 | 97 | nt | 90 | 35 | 70 | 95
CCOC(=O)N/N=C/c1ccc([N+](=O)[O-])o1 | 100 | 86 | 117 | 85 | 95 | 99 | 101 | 95
O=C1S/C(=C\c2ccccn2)C(=O)N1Cc1cc2ccccc2nc1Cl | 129 | 104 | 106 | 103 | 96 | 103 | 122 | 110
Cc1cc(=O)n2c(C(=O)N/N=C/c3ccccn3)nn(-c3ccc(S(N)(=O)=O)cc3)c2n1 | 116 | 101 | 100 | 119 | 101 | 110 | 99 | 98
Cc1cc(=O)oc2c1ccc1oc(C(=O)c3ccccc3)c(C)c12 | 77 | 70 | 96 | 69 | 76 | 60 | 49 | 76

Assay outcomes as filed in PubChem.

This is a random part of the collection; any-hit rate near 16%.
